Assay outcomes as filed in PubChem.
tim10-1 inh = growth inhibitors of tim10-1 mutant yeast. 2.2% of 330,000 active. inhibition, % at 20 µM. S. cerevisiae tim10-1 ts strain growth, BacTiter-Glo, 24 h. AID 463190;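 active = inhibition of at least 40%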;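 note: mutant grown at 25 °C; 0% = DMSO wells with yeast and 100% = wells holding no yeast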
NR3A LBD binder = NR3A (human) ligand-binding domain modulation | NR3A LBD differential scanning fluorimetry, Tm shift; 0% = protein alone, 100% = glycine-bound protein | Tm shift relative to glycine control, % at 25 µM | 2.5% of 340,000 active;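 active = melting temperature shift of at least 10% of the positive control shift, at one fixed dose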
APJ agonist = activates the human apelin receptor APJ | P35414 | CHO-K1 APJ PathHunter beta-arrestin, luminescence; 0% DMSO wells, 100% apelin | activation, % at 20 µM | 0.11% of 330,000 active | AID 2520;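 active = activation more than six SD over the plate average, tested at 20 µM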;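 note: 0% = DMSO alone and 100% = apelin-13 at 10 nM; some results filed as inactive read as strong as hits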
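Test system: CHO-K1 APJ beta-arrestin complementation cell line. Amount: cell density 1000 per well. Controls: DMSO negative, 10 nM Apelin-13 positive. Signal: luminescent beta-gal fragment complementation, chemiluminescent substrate. Read-out basis: agonist-driven arrestin binding to APJ. Timing: compound stimulation 90 min at 25 °C, detection 60 min.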
UPR XBP1 act = activators of adaptive arm of unfolded protein response (XBP1) | CHO-XBP1 luciferase reporter, IRE1-XBP1 UPR activation, luminescence; percent of tunicamycin response, DMSO as zero | activation, % at 20 µM | 0.33% of 330,000 active | AID 463104;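 active = versus positive control, 20 µM dose yields 30% or more activation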;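 note: 100% = tunicamycin at 10 µg/mL and 0% = DMSO only wells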
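incubation = overnight seeding at 37 °C, 6 h compound treatment at 37 °C | assay system = CHO-XBP1 cells stably carrying IRE1-XBP1-driven luciferase reporter | input = 1000 cells per well | detection = luciferase luminescence | dosing = single point, 20 µM final compound, 1% DMSO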
UPR CHOP act = apoptotic UPR (CHOP) activation; CHO-CHOP luciferase reporter, luminescence; percent of tunicamycin response over DMSO baseline; activation, % at 10 µM; 0.34% of 330,000 active;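 active = at 10 µM dose, activation of 40% or more, normalized to positive control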;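 note: 100% = tunicamycin at 10 µg/mL and 0% = DMSO alone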
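System: CHO-CHOP luciferase reporter cell line; amount: 500 cells/well; buffer or medium: F12 medium containing 10% fetal bovine serum; incubation: 6 h compound exposure at 37 °C after overnight seeding; measured by: luciferase luminescence after 10 min with Steady-Glo reagent; evaluation: % reporter activation, DMSO baseline versus tunicamycin full activation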
TIM10 inh = growth inhibitors of TIM10 yeast strain; inhibition, % at 10 µM; 1.4% of 330,000 active; S. cerevisiae TIM10 strain growth, BacTiter-Glo luminescence, 24 h;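 active = inhibition of 40% or more at the single tested concentration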;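 note: wild-type TIM10 isogenic control strain grown at permissive 25 °C; 0% = DMSO yeast wells and 100% = minimal medium wells without yeast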
NLRP3 yeast inh = blocks the NALP3 inflammasome reconstituted in yeast; 0.39% of 330,000 active; Yeast reconstituted NLRP3/ASC/caspase-1, beta-gal luminescence, 24 h; inhibition, % at 10 µM; AID 2825;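 active = inhibition of 50% or more; inactive = inhibition below 50%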;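 note: plate controls were induced DMSO wells for no effect and uninduced yeast grown without galactose for full effect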
Mdm2-MdmX inh = disrupts the human Mdm2-MdmX interaction | O15151+Q00987 | SaOS-2 split-luciferase Mdm2/MdmX complementation, luminescence | inhibition, % at 8 µM | 3% of 330,000 active;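 active = inhibition of at least 50% at 8 µM in the primary screen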
Target sequence (O15151 whole entry, looked up): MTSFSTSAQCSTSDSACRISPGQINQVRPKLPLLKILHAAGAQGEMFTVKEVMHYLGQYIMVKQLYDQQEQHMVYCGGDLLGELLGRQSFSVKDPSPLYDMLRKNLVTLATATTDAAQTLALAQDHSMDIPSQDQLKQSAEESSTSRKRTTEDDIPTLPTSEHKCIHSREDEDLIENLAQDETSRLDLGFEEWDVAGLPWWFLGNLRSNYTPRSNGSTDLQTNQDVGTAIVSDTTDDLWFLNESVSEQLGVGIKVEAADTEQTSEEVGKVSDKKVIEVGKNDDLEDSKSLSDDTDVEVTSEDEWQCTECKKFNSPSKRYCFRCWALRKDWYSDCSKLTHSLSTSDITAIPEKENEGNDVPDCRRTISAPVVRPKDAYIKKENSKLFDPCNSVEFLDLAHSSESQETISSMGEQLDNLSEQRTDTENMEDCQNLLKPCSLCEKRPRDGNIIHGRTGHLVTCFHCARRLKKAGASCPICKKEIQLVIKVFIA
Target sequence (Q00987 whole entry, looked up): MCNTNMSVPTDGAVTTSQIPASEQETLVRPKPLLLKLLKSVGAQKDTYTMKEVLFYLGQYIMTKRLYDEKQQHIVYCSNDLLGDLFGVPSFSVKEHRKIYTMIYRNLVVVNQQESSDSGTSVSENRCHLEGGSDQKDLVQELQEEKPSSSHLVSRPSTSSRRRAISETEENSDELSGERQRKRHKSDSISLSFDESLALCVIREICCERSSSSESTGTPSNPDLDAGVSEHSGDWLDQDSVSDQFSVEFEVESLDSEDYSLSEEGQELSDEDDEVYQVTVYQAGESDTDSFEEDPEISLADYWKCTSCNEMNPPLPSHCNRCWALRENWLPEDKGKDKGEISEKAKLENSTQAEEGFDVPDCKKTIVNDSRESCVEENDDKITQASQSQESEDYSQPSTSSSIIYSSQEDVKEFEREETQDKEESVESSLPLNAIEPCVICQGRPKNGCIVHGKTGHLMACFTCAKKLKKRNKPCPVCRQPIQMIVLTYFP
tim23-1 inh = growth inhibitors of tim23-1 mutant yeast; S. cerevisiae tim23-1 growth, BacTiter-Glo luminescence, 24 h; inhibition, % at 20 µM; 1.3% of 330,000 active; AID 463212;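 active = growth inhibition of the mutant yeast at or above 50%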;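 note: temperature-sensitive mutant grown at 25 °C; plate controls were DMSO-treated mutant yeast for no effect and medium wells lacking yeast for full effect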
Active calls of the source: *.

For Cc1ccc(C(=O)OCC(=O)Nc2sccc2C(N)=O)cc1NC(=O)c1ccco1 the results were tim10-1 inh -9.3, NR3A LBD binder -17.8, APJ agonist 3.4, UPR XBP1 act 3.2, UPR CHOP act 0.9, TIM10 inh -5.9, NLRP3 yeast inh 6.4, Mdm2-MdmX inh 10.4 and tim23-1 inh 0.1.
`N#Cc1c(Cl)cccc1Oc1ccc(S(=O)(=O)Nc2ccccc2)cc1` gave tim10-1 inh 34.4, NR3A LBD binder 6.1, APJ agonist 1.0, UPR XBP1 act -4.9, UPR CHOP act 0.9, TIM10 inh 27.0, NLRP3 yeast inh 15.7, Mdm2-MdmX inh 17.8 and tim23-1 inh 37.3.
For O=c1c2cc(Br)ccc2nc(-c2ccc([N+](=O)[O-])cc2)n1O the results were tim10-1 inh 17.3, NR3A LBD binder -2.4, APJ agonist 2.5, UPR XBP1 act -2.8, UPR CHOP act 2.2, TIM10 inh -8.9, NLRP3 yeast inh 52.9*, Mdm2-MdmX inh 43.7 and tim23-1 inh 46.7.
Screening CCOC(=O)c1c(C)[nH]c(C)c1C(=O)CSc1nc2ccccc2[nH]1 returned tim10-1 inh 9.6, NR3A LBD binder -13.4, APJ agonist -0.7, UPR XBP1 act 0.3, UPR CHOP act -1.7, TIM10 inh 10.2, NLRP3 yeast inh 16.2, Mdm2-MdmX inh -14.8 and tim23-1 inh -2.4.
`O=P(O)(COc1ccccc1)COc1ccccc1` gave tim10-1 inh -15.5, NR3A LBD binder 0.3, APJ agonist -3.2, UPR XBP1 act -2.5, UPR CHOP act -0.6, TIM10 inh -6.4, NLRP3 yeast inh 4.0, Mdm2-MdmX inh 0.9 and tim23-1 inh 15.3.
Screening Cc1ccc(F)c(NC=C2C(=O)OC(C)(C)OC2=O)c1 returned tim10-1 inh 19.9, NR3A LBD binder -3.2, APJ agonist -2.5, UPR XBP1 act -5.1, UPR CHOP act -0.7, TIM10 inh 19.6, NLRP3 yeast inh 10.3, Mdm2-MdmX inh -4.9 and tim23-1 inh 16.8.
For COc1ccc(NS(=O)(=O)c2c(C)cc(C)cc2C)cc1 the results were tim10-1 inh 33.7, NR3A LBD binder 0.2, APJ agonist 3.0, UPR XBP1 act 0.1, UPR CHOP act 3.4, TIM10 inh 30.4, NLRP3 yeast inh -10.0, Mdm2-MdmX inh 40.6 and tim23-1 inh 25.9.
CC(C)Oc1ccc(S(=O)(=O)N2CCCCC2)cc1NC(=O)C1CCCC1 was read as tim10-1 inh 23.4, NR3A LBD binder -0.3, APJ agonist -1.6, UPR XBP1 act 0.3, UPR CHOP act 0.1, TIM10 inh 12.5, NLRP3 yeast inh 19.6, Mdm2-MdmX inh -14.0 and tim23-1 inh 18.7.
COc1cccc(-c2cc(C(=O)Nc3cnn(Cc4ccccc4C)c3)no2)c1 was read as tim10-1 inh 8.5, NR3A LBD binder -7.2, APJ agonist -0.3, UPR XBP1 act -0.3, UPR CHOP act 2.2, TIM10 inh -5.3, NLRP3 yeast inh 2.0, Mdm2-MdmX inh -20.6 and tim23-1 inh 3.6.
Screening Cc1cccc(-c2noc(CNC(=O)COc3ccccc3C)n2)c1 returned tim10-1 inh 13.3, NR3A LBD binder -1.3, APJ agonist -2.8, UPR XBP1 act -2.7, UPR CHOP act -1.8, TIM10 inh 4.8, NLRP3 yeast inh 28.6, Mdm2-MdmX inh 0.4 and tim23-1 inh 31.1.
`Cc1cc(CSc2nc(C)cc(=O)[nH]2)c2ncccc2c1` gave tim10-1 inh 8.2, NR3A LBD binder -1.7, APJ agonist -3.2, UPR XBP1 act -2.1, UPR CHOP act 1.4, TIM10 inh -6.6, NLRP3 yeast inh 25.5, Mdm2-MdmX inh 22.6 and tim23-1 inh 37.4.
`Cc1nn(CCc2n[nH]c(=S)n2-c2ccc(F)c(Cl)c2)c(C)c1[N+](=O)[O-]` gave tim10-1 inh 5.6, NR3A LBD binder 0.6, APJ agonist -2.5, UPR XBP1 act -2.4, UPR CHOP act -1.4, TIM10 inh -25.9, NLRP3 yeast inh 13.3, Mdm2-MdmX inh -13.0 and tim23-1 inh 9.3.

Pulled one by one from the list above, two records:
`Cc1cc(CSc2nc(C)cc(=O)[nH]2)c2ncccc2c1` gave tim10-1 inh 8.2, NR3A LBD binder -1.7, APJ agonist -3.2, UPR XBP1 act -2.1, UPR CHOP act 1.4, TIM10 inh -6.6, NLRP3 yeast inh 25.5, Mdm2-MdmX inh 22.6 and tim23-1 inh 37.4.
For Cc1ccc(C(=O)OCC(=O)Nc2sccc2C(N)=O)cc1NC(=O)c1ccco1 the results were tim10-1 inh -9.3, NR3A LBD binder -17.8, APJ agonist 3.4, UPR XBP1 act 3.2, UPR CHOP act 0.9, TIM10 inh -5.9, NLRP3 yeast inh 6.4, Mdm2-MdmX inh 10.4 and tim23-1 inh 0.1.

Further entries follow.
`Cc1ccc(C(=O)CCCn2nnc(-c3cccnc3)n2)cc1C` gave tim10-1 inh 12.8, NR3A LBD binder -0.3, APJ agonist 0.6, UPR XBP1 act -1.7, UPR CHOP act 0.2, TIM10 inh 2.8, NLRP3 yeast inh 19.0, Mdm2-MdmX inh 3.6 and tim23-1 inh 15.4.
For S=C(Nc1ccc(Cl)cc1Cl)N1CCOCC1 the results were tim10-1 inh 7.9, NR3A LBD binder 1.0, APJ agonist 0.1, UPR XBP1 act -2.3, UPR CHOP act 0.0, TIM10 inh -5.7, NLRP3 yeast inh 6.5, Mdm2-MdmX inh 25.6 and tim23-1 inh 13.4.
`COCCn1c(N)c(N(Cc2ccccc2)C(=O)C2CCCC2)c(=O)[nH]c1=O` gave tim10-1 inh 16.9, NR3A LBD binder -0.3, APJ agonist -0.7, UPR XBP1 act 1.8, UPR CHOP act -1.6, TIM10 inh -5.1, NLRP3 yeast inh -0.6, Mdm2-MdmX inh -3.2 and tim23-1 inh 2.3.
For Cn1c(=O)oc2cc(S(=O)(=O)NCCCN3CCCC3=O)ccc21 the results were tim10-1 inh 5.8, NR3A LBD binder -1.6, APJ agonist 4.6, UPR XBP1 act -0.8, UPR CHOP act -1.0, TIM10 inh 1.0, NLRP3 yeast inh 10.6, Mdm2-MdmX inh -1.3 and tim23-1 inh 13.0.
`CN(C)CCCn1c(=O)n(CCc2ccccc2)c(=O)c2c3c(sc21)CCCCC3` gave tim10-1 inh 13.6, NR3A LBD binder -0.2, APJ agonist -6.4, UPR XBP1 act 9.8, UPR CHOP act 1.8, TIM10 inh 11.2, NLRP3 yeast inh 9.1, Mdm2-MdmX inh 77.0* and tim23-1 inh -15.7.
COc1ccc(NC(=O)CSc2nc(=O)n(CCN3CCOCC3)c3c2CCCC3)c(OC)c1 was read as tim10-1 inh 0.4, NR3A LBD binder 0.8, APJ agonist -0.9, UPR XBP1 act -2.4, UPR CHOP act -1.0, TIM10 inh 1.7, NLRP3 yeast inh 7.0, Mdm2-MdmX inh 25.3 and tim23-1 inh -16.9.
COc1cc2c(cc1OC)[C@@H](NC(=O)Cc1ccc(F)cc1)[C@H](OCc1ccccc1)C2 was read as tim10-1 inh 18.4, NR3A LBD binder 0.2, UPR XBP1 act -3.0, UPR CHOP act 2.5, TIM10 inh -2.2, Mdm2-MdmX inh 11.2 and tim23-1 inh 36.8.
Screening CC(C)CC(=O)Nc1cc2c3c(c1)CCN3C(=O)CC2 returned tim10-1 inh 18.9, NR3A LBD binder -1.4, APJ agonist -1.2, UPR XBP1 act -2.3, UPR CHOP act -1.1, TIM10 inh 5.9, NLRP3 yeast inh 2.0, Mdm2-MdmX inh 10.7 and tim23-1 inh 10.8.
Screening Cc1cc2c(c(=O)o1)C(C1C=CCCC1)C(C#N)=C(N)O2 (stereo unspecified) returned tim10-1 inh -11.4, NR3A LBD binder 2.6, APJ agonist -4.4, UPR XBP1 act -1.7, UPR CHOP act 1.6, TIM10 inh 6.8, NLRP3 yeast inh 12.5, Mdm2-MdmX inh -1.6 and tim23-1 inh -5.1.
Cc1nc2ccccn2c1C(=O)N/N=C/c1ccc([N+](=O)[O-])o1 was read as tim10-1 inh 2.9, NR3A LBD binder -0.9, APJ agonist 1.2, UPR XBP1 act 2.6, UPR CHOP act 1.4, TIM10 inh 21.1, NLRP3 yeast inh 25.0, Mdm2-MdmX inh 27.7 and tim23-1 inh 29.5.
Screening CCCCC(=O)Nc1ccc(NC(=O)C2CC2)cn1 returned tim10-1 inh 19.1, NR3A LBD binder -0.7, APJ agonist 0.4, UPR XBP1 act 0.6, UPR CHOP act -0.6, TIM10 inh 6.4, NLRP3 yeast inh 0.2, Mdm2-MdmX inh 5.3 and tim23-1 inh 12.2.
CCOC(=O)c1sc2nc(SC)nc(-c3ccc(Cl)cc3)c2c1N was read as tim10-1 inh 22.4, NR3A LBD binder 1.2, APJ agonist -2.1, UPR XBP1 act 10.2, UPR CHOP act 4.4, TIM10 inh -6.1, NLRP3 yeast inh 1.9, Mdm2-MdmX inh 59.6* and tim23-1 inh 13.3.
`Cc1nc2sc(C(c3ccco3)N3CCc4ccccc4C3)c(O)n2n1` (stereo unspecified) gave tim10-1 inh 6.4, NR3A LBD binder -0.1, APJ agonist -2.9, UPR XBP1 act -2.5, UPR CHOP act 0.9, TIM10 inh -0.7, NLRP3 yeast inh 13.5, Mdm2-MdmX inh 26.2 and tim23-1 inh -3.6.
`COC(=O)CN1C(=O)C2(C(C#N)=C(N)Oc3c2c(C)nn3-c2ccccc2)c2ccccc21` (stereo unspecified) gave tim10-1 inh 36.5, NR3A LBD binder -3.4, APJ agonist 4.1, UPR XBP1 act -4.0, UPR CHOP act 1.6, TIM10 inh 34.2, NLRP3 yeast inh 20.9, Mdm2-MdmX inh -2.8 and tim23-1 inh 30.9.
CN(CC(=O)NCc1ccccc1)S(=O)(=O)c1cnc[nH]1 was read as tim10-1 inh -10.0, NR3A LBD binder 1.1, APJ agonist -0.1, UPR XBP1 act 1.0, UPR CHOP act 1.1, TIM10 inh 5.2, NLRP3 yeast inh 11.8, Mdm2-MdmX inh 4.1 and tim23-1 inh -0.1.
`CCC(NS(=O)(=O)c1ccc(OC)cc1)C(=O)O` (stereo unspecified) gave tim10-1 inh 5.1, NR3A LBD binder -0.7, APJ agonist -4.9, UPR XBP1 act -0.9, UPR CHOP act 2.5, TIM10 inh 12.0, NLRP3 yeast inh -0.3, Mdm2-MdmX inh -16.8 and tim23-1 inh 0.1.
`CC1CCCCN1C(=O)c1cc(-c2ccc(Cl)c(Cl)c2)on1` (stereo unspecified) gave tim10-1 inh 15.0, NR3A LBD binder 3.5, APJ agonist -3.7, UPR XBP1 act 1.9, UPR CHOP act 3.9, TIM10 inh 21.0, NLRP3 yeast inh 17.1, Mdm2-MdmX inh -182.3 and tim23-1 inh 30.3.
`O=C(Nc1cccc2[nH]ncc12)NS(=O)(=O)c1ccccc1` gave tim10-1 inh 8.6, NR3A LBD binder -0.4, APJ agonist 1.9, UPR XBP1 act -6.3, UPR CHOP act -2.6, TIM10 inh -12.3, NLRP3 yeast inh 10.4, Mdm2-MdmX inh -1.2 and tim23-1 inh -3.1.
